Compound activity (PubChem BioAssay)
POLB inh: inhibitors of human DNA polymerase beta | P06746 | 340,000 compounds, 1.3% hits | AID 485314 | Potency, µM (highest dose often 114 µM), inactives show at the top dose activity change, negative = inhibition, usual class: inhibitors | Pol beta primer extension/strand displacement, fluorescence kinetic; also: potency is read from the fitted curve at half-maximal effect; % is scaled to controls: 0 for no effect and ±100 for the full control effect
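Reaction started by 50 nM substrate onto compound-treated Pol beta (10 nM, 15 min preincubation, room temperature); plates read at 0 min and 10 min. Normalized concentration-effect data fitted by four-parameter Hill equation.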
TRHR agonist: agonists of human TRH receptor; P34981; TRHR cells, calcium flux fluo-8, FDSS agonist mode; activation, % at 2 µM; 360,000 compounds, 0.18% hits; in the data active = activation above about 30%; also: 0% is about no effect
Target sequence (P34981 whole entry, looked up): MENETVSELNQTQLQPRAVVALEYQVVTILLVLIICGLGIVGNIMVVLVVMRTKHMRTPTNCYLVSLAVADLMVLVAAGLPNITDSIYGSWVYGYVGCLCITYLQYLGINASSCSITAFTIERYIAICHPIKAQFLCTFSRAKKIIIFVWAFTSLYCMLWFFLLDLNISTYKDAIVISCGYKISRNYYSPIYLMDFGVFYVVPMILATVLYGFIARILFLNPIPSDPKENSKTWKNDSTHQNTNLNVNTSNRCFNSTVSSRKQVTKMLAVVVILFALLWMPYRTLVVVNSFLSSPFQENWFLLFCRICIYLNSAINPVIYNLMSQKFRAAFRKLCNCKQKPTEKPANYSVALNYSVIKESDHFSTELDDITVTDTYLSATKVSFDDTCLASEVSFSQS
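Agonist-mode FDSS calcium read (Ex 480/Em 530, 1 s cycles) in 1536-well TRHR cells with fluo-8 dye, after 10-cycle baseline and 23 nL compound addition; TRH at EC20 (10 nM final) added afterwards for the enhancer phase.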
ALOX12 inh: inhibitors of human 12S-lipoxygenase ALOX12. P18054. AID 1671190. purified 12hLO, xylenol orange hydroperoxide absorbance. Potency, µM (top dose mostly 108 µM), for inactives: at the highest dose activity change, negative = inhibition, hits mostly inhibitors. 580,000 compounds, 1.1% hits; also: potency is read from the fitted curve at half-maximal effect; % is scaled to controls: 0 for no effect and ±100 for the full control effect
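Purified human 12hLO (150 nM final) in 25 mM Hepes, 0.01% Triton X-100, pH 7.0 was preincubated 15 min at room temperature with compound. Then 40 uM arachidonic acid was added, 30 min. Hydroperoxide was read by Fe-XO absorbance ratio 573/405 nm.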
BLM helicase inh: blocks DNA unwinding by human BLM helicase | P54132 | recombinant BLM DNA unwinding, fluorescence dequenching | Potency, µM (highest dose often 56.1 µM), inactives show at the highest dose activity change, negative = inhibition, hits mostly inhibitors | 350,000 compounds, 0.2% hits;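 also: potency is read from the fitted curve at half-maximal effect; plate controls were vehicle for no effect and no enzyme for full effect; nearly all actives have a fitted effect of over 35% in size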
POLI inh: blocks human DNA polymerase iota activity. Pol iota fluorescent replication assay, 10 min. Potency, µM (titrated, usually from 115 µM), for the others: at the highest dose activity, negative = inhibition, hits mostly inhibitors. 390,000 compounds, 1% hits; also: potency is read from the fitted curve at half-maximal effect
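Pol iota at 10 nM preincubated 15 min with compounds at room temperature; reaction started with fluorescent substrate, 50 nM final. Fluorescence read kinetically at 0 and 10 min; buffer-only wells as negative control.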
Anesthetic bind: candidate novel general anesthetic via apoferritin binding; Potency, µM (top dose mostly 77.5 µM), for the others: top-dose activity change, negative = displacement, hits mostly inhibitors; 350,000 compounds, 0.074% hits; apoferritin/1-aminoanthracene competitive binding, fluorescence; P02791; also: potency is read from the fitted curve at half-maximal effect; % is scaled to controls: 0 for no effect and ±100 for the full control effect; nearly all actives have a fitted effect of over 20% in size
Target sequence (P02791 2-175 limits assumed): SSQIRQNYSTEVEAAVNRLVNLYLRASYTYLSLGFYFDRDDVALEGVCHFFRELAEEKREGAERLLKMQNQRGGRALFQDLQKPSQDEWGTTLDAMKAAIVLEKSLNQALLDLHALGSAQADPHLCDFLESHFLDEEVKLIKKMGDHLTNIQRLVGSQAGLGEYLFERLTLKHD
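Concentration-response curves derived by four-parameter Hill fitting of normalized fluorescence, where compounds displaced 1-AMA from 10 uM horse apoferritin following a brief 10 min room-temperature incubation; propofol titration acted as positive control.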
APEX1 inh: blocks human APE1 abasic DNA cleavage; P27695; AID 2517; 350,000 compounds, 0.35% hits; Potency, µM (series often up to 65.8 µM), inactives show top-dose activity change, negative = inhibition, hits mostly inhibitors; recombinant APE1, TAMRA/BHQ-2 abasic DNA cleavage fluorescence;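 also: potency is read from the fitted curve at half-maximal effect; plate controls were vehicle for no effect and reference inhibitor for full effect; nearly all actives have a fitted effect of over 55% in size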
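Kinetic fluorescence read (525 ex/598 em nm, three reads 60 s apart) of AP-site incision; signal = third minus first read. Enzyme 0.75 nM, dual-labelled THF duplex 50 nM, compound preincubation 15 min RT.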
POLK inh: DNA polymerase kappa (human) inhibition. Q9UBT6. purified Pol kappa, fluorescent DNA synthesis assay, 10 min. Potency, µM (titrated, usually from 107 µM), without a hit: top-dose activity, negative = inhibition, hits mostly inhibitors. 400,000 compounds, 0.53% hits. AID 588579; also: potency is read from the fitted curve at half-maximal effect; % is scaled to controls: 0 for no effect and ±100 for the full control effect
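Kinetic fluorescence screen: compound preincubated 15 min RT with 10 nM enzyme; 50 nM substrate (final) initiates; reads at 0/10 min.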
ERG Ets-DNA blk: inhibitors of human ERG Ets domain-DNA interaction; P11308; fluorescence polarization, His-ERG Ets domain / labelled DNA; Potency, µM (doses to about 76.9 µM), without a hit: at the highest dose FP activity, negative = inhibition, most hits filed as inhibitors; 370,000 compounds, 0.028% hits; AID 624246; active = well fitted inhibition curve with a large enough effect in the polarisation, with a control signal flat; inconclusive = small, poorly fitted or top-dose-only effect, or effect the other way, or a change in a side signal; inactive = no such curve, though single readings can be large or run the other way; the % refers to the polarisation;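 also: polarization taken with two DNA probes labelled with fluorescein and Texas red; potency is read from the fitted curve at half-maximal effect; % of control where 0% means no effect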
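His-tagged ERG Ets domain (1 uM in the protein solution; 300mM KCl, 50mM Tris-HCl, 1mM EDTA, 1mM DTT, pH 7.5) received compound, then a probe mix of 5 nM fluorescein-DNA and 100nM Texas-615-DNA. Fluorescence polarization was read for both dyes.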
Starred values were filed as active, the others as inactive; ? = inconclusive; . = not tested or not shown; [ ] = remark or other dose. Unless noted, calls follow the shape of the dose curve; as a rule, active = well fitted curve in the direction sought with a large enough effect; inconclusive = small, poorly fitted or top-dose-only effect, or another doubt; inactive = no such curve, though single readings can be large; an effect the other way counts as inactive or inconclusive. Only part of the results is shown; rates above refer to the full screens.

no.	SMILES	POLB inh	TRHR agonist	ALOX12 inh	BLM helicase inh	POLI inh	Anesthetic bind	APEX1 inh	POLK inh	ERG Ets-DNA blk
1	CCOc1cccc(CNCCCSc2ncccn2)c1	26%	0.6	-4%	0%	2%	-8%	22%	-10%	-10%
2	O=C(COC(=O)c1ccc([N+](=O)[O-])cc1)NCCC1=CCCCC1	.	.	346%[activator]	.	0%	.	-6%	15%	9%
3	C[C@]12c3[nH]c4ccc(Cl)cc4c3CCN1C(=O)[C@@H](CC(=O)NCCc1ccccn1)C[C@@H]2C(=O)N1CCOCC1	.	.	1%	.	48%[activator]	.	8%	6%	5%
4	O=C(CCc1nnc(Cc2ccc(-c3ccccc3)cc2)o1)NCCc1cccnc1	-2%	-0.2	39%[activator]	-3%	30%	-11%	4%	15%	-9%
5	COc1ccccc1Nc1nc(-c2ccccc2Cl)c2cc(Br)ccc2n1	8%	-1.0	-1%	-7%	-29%	-12%	.	-7%	5%
6	COC(=O)C1=NN(C(=O)c2ccccc2)C(C)(O)C1 (centres undefined)	7%	-1.1	8%	2%	17%	-13%	2%	-6%	.
7	CC(=O)c1cccc(NC(=O)CSc2nc(=O)n(CCN3CCOCC3)c3c2CCC3)c1	.	0.3	-3%	.	0%	.	37%	-2%	-4%
8	COCC1CCCN(C(=O)c2ccc3oc(Cc4ccc(Cl)cc4)nc3c2)C1 (centres undefined)	21%	-0.2	6%	-2%	6%	?	-4%	-7%	-5%
9	CC(N=Cc1nc(-c2ccccc2)oc1O)c1ccccc1 (centres undefined)	-29%	-0.2	-9%	-6%	2%	?	0%	-20%	-1%
10	O=C(CSc1nnc(-c2ccc(F)cc2)o1)N1CCCCC1	-2%	0.1	23%	1%	11%	0%	46%	3%	5%
11	CC1/C(=N/O)C(CN(C)C)C2CC1C2(C)C (centres undefined)	-1%	0.8	0%	-1%	-1%	-1%	2%	-6%	-9%
12	COc1ccc(Oc2ncc3nc(-c4ccc(F)cc4)c(=O)n(C[C@H]4CCCO4)c3n2)cc1	.	.	?	-2%	.	.	8%	-4%[60.1 µM]	.
13	CC(O)[C@@]1(O)CC[C@H]2[C@@H]3CC[C@H]4C[C@@H](O)CC[C@]4(C)C3=CC[C@@]21C (some centres undefined)	.	2.8	14%	.	0%	.	-9%	-15%	6%
14	CC(C)(C)OC(=O)NC(Cc1ccccc1)C(=O)N1CCC(C(=O)NCC(=O)Nc2ccc(F)cc2)CC1 (centres undefined)	4%	1.2	5%	0%	-2%	-14%	12%	-11%	1%
15	Cc1cc(/C=C\c2ccccc2)nc2ccccc12	?	-0.6	0%	-7%	-20%	-21%	-5%	-1%	-8%
16	C=CCn1c(C2CC(=O)N(c3ccc(C)cc3)C2)nc2ccccc21 (centres undefined)	15%	-0.4	0%	2%	-3%	-16%	2%	-4%	2%
17	O=C(NCCCN1CCCCC1)C1CCC(=O)N1CCc1ccccc1 (centres undefined)	50%	-0.4	10%	-2%	-17%	-4%	-1%	-16%	5%
18	CC(C)OC(=O)/C(=C\c1cccnc1)NC(=O)c1ccccc1	18%	0.2	0%	2%	34%[activator]	-3%	-4%	-2%	3%
19	Cc1ccc(NC(=O)C(=O)NCc2ccc(/C=C(/C#N)C(=O)NCc3cccnc3)o2)cc1	-12%	-1.1	23%	-3%	-9%[58.9 µM]	?	-2%	-1%	3%
20	Cc1cn(CCC(=O)Nc2ccccc2N2CCOCC2)c2ccccc12	-18%	-1.3	-18%	-2%	0%[58.9 µM]	-8%	-3%	-8%	4%
21	O=C(CN1CCCc2ccccc21)N1CCc2ccccc21	-2%	-0.5	81%[activator]	-3%	-5%	?	-2%	8%	-1%
22	CCOC(=O)Cc1cnc(NC(=O)CSc2nc(C)cc(C)n2)s1	?	3.4	2%	-7%	98%[activator]	-10%	3%	-13%	-4%
23	Cc1nc(CCNC(=O)CC2C(=O)NCCN2Cc2ccccc2F)sc1C (centres undefined)	6%	0.4	-3%	-5%	7%	-10%	3%	-4%	-6%
24	CC(Oc1ccccc1Cl)C(=O)/C=C/N(C)C (centres undefined)	4%	-0.2	?	-8%	-11%	?	1%	-39%	-13%
25	Cc1cc(NC(=O)CC#N)n(-c2ccccc2)n1	14%	0.8	?	-2%	-20%	-2%	5%	-20%	11%
26	CCCCNC(=O)c1nc2ncc(Br)cn2n1	0%	0.3	3%	-9%	10%	-1%	4%	-1%	-5%
27	CCOC(=O)c1c(C)[nH]c(C)c1C(=O)CSc1nc2ccccc2n1CCOC	20%[57.1 µM]	1.4	-14%	4%	23%	-5%	-2%	-6%	2%

Entries by screen from the list.
POLB inh for nos. 5–14, in order: 8%, 7%, ., 21%, -29%, -2%, -1%, ., ., 4%
POLK inh for nos. 5–14, in order: -7%, -6%, -2%, -7%, -20%, 3%, -6%, -4%[60.1 µM], -15%, -11%

Of the compounds above, 2 contain an NH in an aromatic ring.
no.	SMILES	POLB inh	TRHR agonist	ALOX12 inh	BLM helicase inh	POLI inh	Anesthetic bind	APEX1 inh	POLK inh	ERG Ets-DNA blk
3	C[C@]12c3[nH]c4ccc(Cl)cc4c3CCN1C(=O)[C@@H](CC(=O)NCCc1ccccn1)C[C@@H]2C(=O)N1CCOCC1	.	.	1%	.	48%[activator]	.	8%	6%	5%
27	CCOC(=O)c1c(C)[nH]c(C)c1C(=O)CSc1nc2ccccc2n1CCOC	20%[57.1 µM]	1.4	-14%	4%	23%	-5%	-2%	-6%	2%

One compound at a time, from the list above. Values in the order: POLB inh	TRHR agonist	ALOX12 inh	BLM helicase inh	POLI inh	Anesthetic bind	APEX1 inh	POLK inh	ERG Ets-DNA blk
`CCOc1cccc(CNCCCSc2ncccn2)c1` across the screens: 26%	0.6	-4%	0%	2%	-8%	22%	-10%	-10%
`COCC1CCCN(C(=O)c2ccc3oc(Cc4ccc(Cl)cc4)nc3c2)C1` (centres undefined) across the screens: 21%	-0.2	6%	-2%	6%	?	-4%	-7%	-5%
